TSHR antagonist = human thyrotropin receptor antagonism. 330,000 tested, 0.2% active. TSHR-expressing cells, TSH-stimulated cAMP HTRF, 2 h; hits give low values. activity change, negative = inhibition, % at 11.5 µM. P16473. AID 504810;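 active means activity change below a set negative limit, meaning inhibition stronger than a set level, cut at about -70% in these data; inconclusive means activity change between two set negative limits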; further: on the % scale 0 is the no-effect control and ±100 the full control effect
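Competitive HTRF cAMP read-out (cryptate anti-cAMP antibody, cAMP-d2; 30 min, room temperature) in freshly harvested TSHR cells. Compounds added before TSH at EC80 (4nM final), followed by 2 hours' incubation at 37 deg C.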
Tb PFK block = blocks T. brucei phosphofructokinase. O15648. T. brucei PFK, ADP-Glo luminescence. Potency, µM (series often up to 57.5 µM), without a hit: top-dose activity, negative = inhibition, actives largely listed as inhibitors. 330,000 tested, 0.17% active;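 further: potency means the concentration at half of the fitted maximal effect; 0% = uninhibited 1x PFK enzyme wells and -100% = no-enzyme wells; nearly all actives have a fitted effect of over 60% in size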
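Activity is normalized to no-enzyme wells (full inhibition) and 1.25 nM enzyme wells (no inhibition). Reaction: 0.5 mM F6P, 0.1 mM ATP, 45 min RT, ADP-Glo luminescence; concentration-response curves fitted and classed by quality.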
TSG101-PTAP inh = blocks PTAP/TSG101 interaction to inhibit HIV-1 budding; Fluorescence polarization, FITC-PTAP peptide / Tsg101 binding; 340,000 tested, under 10 active; Q99816; Potency, µM (series often up to 115 µM), for inactives: top-dose activity change, negative = inhibition, usual class: inhibitors; active means well fitted inhibition curve with a large enough effect in the main read-out, with a control signal flat, not every such curve was filed as active; inconclusive means small, poorly fitted or top-dose-only effect, or effect the other way, or a change in a side signal; inactive means no such curve, though single readings can be large or run the other way; further: potency means the concentration at half of the fitted maximal effect; % of control where 0% means no effect
Target sequence (Q99816 whole entry, looked up): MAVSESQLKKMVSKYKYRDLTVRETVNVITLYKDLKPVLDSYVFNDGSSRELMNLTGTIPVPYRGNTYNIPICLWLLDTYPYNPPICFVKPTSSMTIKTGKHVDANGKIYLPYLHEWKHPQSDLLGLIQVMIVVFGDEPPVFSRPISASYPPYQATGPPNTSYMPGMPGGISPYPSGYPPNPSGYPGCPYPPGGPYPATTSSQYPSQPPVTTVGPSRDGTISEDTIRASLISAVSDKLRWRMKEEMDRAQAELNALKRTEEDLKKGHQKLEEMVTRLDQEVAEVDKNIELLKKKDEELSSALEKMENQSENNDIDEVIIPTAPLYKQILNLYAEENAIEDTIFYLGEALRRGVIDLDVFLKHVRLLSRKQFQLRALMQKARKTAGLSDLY
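Fluorescence anisotropy tracks displacement of a FITC-tagged PTAP peptide (50 nM) from the Tsg101 binding domain (10 uM), following a 20 min room-temperature incubation at pH 7.5.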
TCR act = activates T cell receptor signaling; primary human leukocytes, anti-CD3, IL-2 HTRF, 48 h; Potency, µM (top dose mostly 9.22 µM), for inactives: top-dose activation of IL-2 secretion, usual class: activators; 330,000 tested, under 10 active; further: % of control where 0% means no effect
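Primary human leukocytes incubated 48 hr with anti-CD3 beads plus compound, without co-stimulation. Secreted IL-2 measured by HTRF (europium cryptate/d2 anti-IL-2 pair, 320 nm excitation, 665 nm emission).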
A-T KAP1 phos = candidate therapy for ataxia-telangiectasia | Potency, µM (series often up to 57.5 µM), without a hit: top-dose activation, hits mostly activators | […] A-T fibroblasts, KAP-1 phosphorylation AlphaLISA; neocarzinostatin DNA damage 30 min before lysis | AID 485349 | 320,000 tested, 0.19% active; further: potency means the concentration at half of the fitted maximal effect; % of control where 0% means no effect; nearly all actives have a fitted effect of over 45% in size
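ATM-like activity read as KAP-1 phosphorylation via AlphaLISA donor/acceptor antibody pairs after lysis and 6 hr at 25C. Cells were ATM-null patient fibroblasts ([…], hTERT), dosed 60 min, then exposed to the DSB inducer NCS for 30 min.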
Eya2 phos inh = Eya2 (human) phosphatase inhibition; Potency, µM (series often up to 76.9 µM), without a hit: at the highest dose activity, negative = inhibition, most hits filed as inhibitors; AID 488837; 330,000 tested, 0.006% active; recombinant Eya2, OMFP fluorescence dephosphorylation (OMFP is methylfluorescein phosphate); O00167; further: potency means the concentration at half of the fitted maximal effect; on the % scale 0 is the no-effect control and ±100 the full control effect
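Eya2 protein (added as 0.2 uM solution) was preincubated with compound for 10 min at ambient temperature in 50 mM HEPES pH 7.5, 50 mM NaCl, 5 uM MgCl2, 0.05% BSA, 1 mM DTT. OMFP (added at 50 uM) then reacted 10 min; fluorescence read at 485/525 nm.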
BCR signal inh = blocks chronic active B-cell receptor signaling. ABC-DLBCL IkBa-CBG/CBR reporter, luminescence ratio, 4 h. Potency, µM (titrated, usually from 46.1 µM), for the others: at the top dose ratio change, negative = lower green/red ratio, most hits filed as inhibitors. 340,000 tested, 0.05% active. AID 493014; active means well fitted inhibition curve with a large enough effect in the signal ratio, with a control signal flat, not every such curve was filed as active; inconclusive means small, poorly fitted or top-dose-only effect, or effect the other way, or a change in a side signal; the % refers to the signal ratio;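 further: potency means the concentration at half of the fitted maximal effect; plate controls were basal doxycycline-induced cells for no effect and cells given 10 µM MG132 for full effect; MG132 reads +100%, hits lower the ratio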
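Cell line TMD8 (human ABC DLBCL), stably expressing tet-inducible CBG68-IkBa fusion and CBR; IMDM/0.5% FBS; cpd up to 46 uM; dox induction, 4 h, 37C/5% CO2; dual luminescence; green/red ratio; MG132 control.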
Mito fusion act = blocks mitochondrial division or promotes mitochondrial fusion; AID 485298; S. cerevisiae fusion-defective mutant growth rescue, CellTiterGlo 48 h; 320,000 tested, 0.23% active; Potency, µM (doses to about 46.1 µM), without a hit: at the highest dose growth rescue (activation), usual class: activators;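 further: potency means the concentration at half of the fitted maximal effect; % of control where 0% means no effect; nearly all actives have a fitted effect of over 45% in size; temperature-sensitive fusion mutants such as fzo1-1 at 37 °C on non-fermentable ethanol glycerol medium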
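Temperature-sensitive fusion-defective S. cerevisiae (e.g. fzo1-1, mgm1-5) were grown with compound in YPEG medium (3% ethanol, 3% glycerol) for 48 hours at 37C. Growth rescue was measured as viability by CellTiterGlo luminescence after 10 minutes at ambient.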
ASM inhibitor = human S-ASM enzyme inhibition | P17405 | placental ASM, HMU-PC fluorogenic substrate, 60 min | Potency, µM (titrated, usually from 57.5 µM), inactives show top-dose activity change, negative = inhibition, usual class: inhibitors | 340,000 tested, 0.006% active | AID 504937; further: potency means the concentration at half of the fitted maximal effect
Target sequence (P17405 47-631 limits assumed): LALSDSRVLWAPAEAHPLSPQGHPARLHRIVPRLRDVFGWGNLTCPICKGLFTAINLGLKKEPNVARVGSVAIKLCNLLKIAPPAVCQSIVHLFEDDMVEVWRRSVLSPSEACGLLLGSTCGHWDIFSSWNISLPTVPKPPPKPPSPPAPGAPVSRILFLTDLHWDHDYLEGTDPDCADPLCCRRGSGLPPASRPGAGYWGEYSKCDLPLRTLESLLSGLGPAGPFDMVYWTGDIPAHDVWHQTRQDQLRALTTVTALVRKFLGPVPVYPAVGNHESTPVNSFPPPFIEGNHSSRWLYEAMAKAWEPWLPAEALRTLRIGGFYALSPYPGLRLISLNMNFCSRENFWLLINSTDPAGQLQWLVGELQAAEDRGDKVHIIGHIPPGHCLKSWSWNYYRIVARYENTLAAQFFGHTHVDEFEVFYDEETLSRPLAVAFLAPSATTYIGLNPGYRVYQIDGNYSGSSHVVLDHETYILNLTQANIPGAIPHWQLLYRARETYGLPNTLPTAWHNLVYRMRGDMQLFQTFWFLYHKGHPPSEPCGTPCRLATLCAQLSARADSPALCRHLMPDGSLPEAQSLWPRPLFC
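Human placenta-derived ASM enzyme was preincubated with compound for 10 minutes at room temperature, then given fluorogenic substrate HMU-PC0 (9 uM final) for 60 minutes at 37 °C; a pH 10 stop preceded fluorescence reading at Ex 386/Em 447 nm.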
ELG1 repair inh = blocks ELG1-dependent DNA repair in HEK293T cells; HEK293T ELG1-luciferase reporter, luminescence, 16 h; DNA damage induced by 5-fluorouridine; Potency, µM (titrated, usually from 46.1 µM), inactives show top-dose activity change, negative = inhibition, most hits filed as inhibitors; 330,000 tested, 2.3% active; AID 504467; further: potency means the concentration at half of the fitted maximal effect; on the % scale 0 is the no-effect control and ±100 the full control effect; nearly all actives have a fitted effect of over 55% in size
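5-Fluorouridine DNA damage + compound/DMSO, 2,000 cells/well, 16 h, 37 °C/5% CO2. ONE-Glo, 30 min RT, luminescence. Readout = decrease in reporter signal.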
a7 integrin act = activates integrin-mediated alleviation for muscular dystrophy. alpha7betagal myoblasts, beta-gal FDG fluorescence, 48 h. Potency, µM (series often up to 38.3 µM), without a hit: at the top dose activation, hits mostly activators. 350,000 tested, 0.064% active. AID 624291;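 further: potency means the concentration at half of the fitted maximal effect; 100% = response of the positive control SU9516; nearly all actives have a fitted effect of over 60% in size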
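alpha7betagal+/- myoblasts (passage 13, 250/well) treated 48 h at 37C with compounds at 1:260 dilution of DMSO stock. Lysed, then beta-galactosidase activity read as FDG fluorescence (ex 480/em 540) after 30 min, with pre-read for autofluorescence.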
* marks the source's active call; other numbers are inactive results; ? = inconclusive; nt = not tested or not shown; [ ] = dose if it differs, or a comment. Unless noted, the call rests on the fitted dose curve; in most records, active means well fitted curve in the direction sought with a large enough effect; inconclusive means small, poorly fitted or top-dose-only effect, or another doubt; inactive means no such curve, though single readings can be large; an effect the other way counts as inactive or inconclusive.

SMILES	TSHR antagonist	Tb PFK block	TSG101-PTAP inh	TCR act	A-T KAP1 phos	Eya2 phos inh	BCR signal inh	Mito fusion act	ASM inhibitor	ELG1 repair inh	a7 integrin act
Cn1c(=O)oc2cc(S(=O)(=O)N3CCCC(C(=O)Nc4nccs4)C3)ccc21 (stereo not given)	-10	-5%	-4%	-3%	3%	5%	12%	0%	0%	-28%	4%
O=[N+]([O-])c1ccc(/C=N/N2CCCCC2)cc1	-6	0%	-5%	4%	-47%	-9%	0%	2%	-9%	?	5%
CCOC(=O)c1cccnc1SCC(=O)Nc1ccc(C)cc1	-15	-8%	-3%	-3%	3%	-7%	?	-5%	-3%	?	2%
Cc1ccc(N(CC(=O)N2CCCCCC2)S(=O)(=O)c2ccccc2)cc1	4	-11%	0%	-3%	1%	2%	6%	10%	5%	24%	-7%
Cc1ccc(S(=O)(=O)N(c2cccc(C)c2)C2CCS(=O)(=O)C2)cc1 (stereo not given)	-4	0%	-4%	-2%	-1%	-3%	?	-2%	2%	4%	2%
Cc1ccccc1C(=O)NC(=S)Nc1ccccc1N1CCCC1	8	3%	-8%	-6%	5%	7%	4%	5%	2%	0%	21%
O=C1c2ccccc2CN1CCNC(=S)NC1CCCCC1	-10	5%	-2%	nt	5%	-1%	0%	-2%	4%	?	-6%
CCOC(=O)N1CCN(C(=O)c2ccc3c(=O)n(CCc4ccc(OC)c(OC)c4)c(=O)[nH]c3c2)CC1	-9	4%	-6%	7%	1%	-3%	0%	-1%	10%	-22%	16%
CCn1c(COc2ccccc2C)nnc1SCC(=O)Nc1ccc2c(c1)OCCO2	-5	-5%	1%	1%	-1%	4%	-13%	-1%	2%	?	17%
O=C(CN=C1NS(=O)(=O)c2ccccc21)OCC(=O)c1cc(F)ccc1F	4	0%	-8%	5%	0%	5%	11%	6%	-3%	-5%	-13%
CC(C)(C)C1CCC(=NNC(=O)c2ccccc2-n2cccc2)CC1 (stereo not given)	5	1%	-3%	1%[46.1 µM]	-2%	16%	-16%	-7%	2%	14%	10%
COc1cccc(CC(NC(C)=O)C(=O)NC2CCN(c3c(Cc4ccccc4)c(C)nc4ncnn34)CC2)c1 (stereo not given)	-7	-5%	-2%	-6%	1%	-1%	5%	-33%[inhibitor]	3%	?	28%
CC(C)C(=O)Nc1cccc(-c2cnc3ccccc3n2)c1	-5	-3%	2%	1%	-3%	-11%	8%	2%	-2%	-1%	-18%
Clc1ccc(-c2ccccc2)cn1	-3	0%	-3%	-1%	16%	0%	0%	-9%	3%	28%	0%
COc1ccc(C)cc1NC(=O)CCCN1C(=O)C(c2ccccc2)Oc2cccnc21 (stereo not given)	-2	1%	-2%	-4%	10%	0%	?	-1%	-5%	?	11%
CC(C)CC(Nc1ncnc2scc(-c3ccccc3)c12)C(=O)O (stereo not given)	-5	0%	-1%	nt	12%	-8%	0%	2%	8%	4%	-23%
COc1ccccc1C(=O)COC(=O)/C(=C/c1ccccc1)NC(C)=O	-7	0%	-2%	-6%	-3%	-24%	-1%	5%	1%	12%	-9%
CC(=O)Nc1ccc(C(=O)OCC(=O)c2cccc([N+](=O)[O-])c2)cc1	33	-4%	-10%	-3%[46.1 µM]	0%	-18%	?	-2%	-1%	7%	28%
COc1ccc2c(COC(=O)[C@@H]3CCCN3S(=O)(=O)c3ccc(Cl)cc3)cc(=O)oc2c1	0	-10%	4%	9%	-3%	11%	-2%	?	3%	9%	18%
CCOC(=O)c1c(NC(=O)C2CC2)sc2c1CC(C)(C)OC2	7	2%	0%	6%	19%	-4%	-2%	-1%	0%	-11%	-19%
Cc1nn(CCN)c(C)c1Cl	11	-2%	-3%	5%	1%[11.5 µM]	2%	3%	1%	-4%	9%	10%
O=C(c1ccc(C#CC2(O)CCCCC2)cc1)N1CCOCC1	-13	-2%	-1%	-1%	nt	-6%	-5%	4%	-2%	2%	-11%
CCc1nc(SCC(=O)Nc2ccc(F)cc2)c2c(=O)n(C)c(=O)n(C)c2n1	-7	2%	nt	4%	2%	5%	-1%	0%	-2%	0%	-18%
CCn1nc(C)cc1C(=O)N(C)C1CCCN(Cc2ccccc2F)C1 (stereo not given)	-5	3%	nt	7%	5%	-1%	-4%	3%	1%	-1%	9%
NS(=O)(=O)c1cc(C(=O)Nc2ccc3c(c2)OCCCO3)ccc1Cl	1	1%	-7%	0%	9%	-12%	?	-3%	0%	?	-5%
COC(=O)c1ccc(CN(c2ccc(C)cc2)S(=O)(=O)c2ccc3c(c2)OCCO3)o1	18	4%	-6%	-7%	?	-6%[15.4 µM]	8%	3%	0%	21µM*	-38%[inhibitor]
CCCCCCn1c(Br)nc2c1c(=O)n(C)c(=O)n2C	-1	-5%	-2%	7%	-5%	3%	-5%	0%	-1%	-12%	0%
COc1ccc(OCc2ccc(-c3nc4ccccc4c(=O)n3N)o2)cc1	4	0%	-2%	-1%	5%	5%	13%	1%	-6%	?	9%
CC1(C)O[C@@H]1COc1c2ccoc2cc2oc(=O)ccc12	4	2%	0%	-6%	-4%	3%	?	2%	15%	-6%	-18%
CCOC(=O)c1ccc(Nc2ncnc3nc[nH]c23)cc1	7	2%	-4%	0%	7%	26%	-14%	-1%	2%	?	-6%
O=C(CCC(=O)c1cccs1)Nc1ccc(N2CCCCC2)cc1	-3	2%	-1%	6%	-5%	2%	-5%	8%	-1%	7%	-26%
CCN(CC)C(=S)Nc1c(C)n(C)n(-c2ccccc2)c1=O	-5	-2%	-4%	-3%	0%	8%	0%	-11%	6%	0%	11%
NC(=O)CC(NC(=O)Cc1ccc(Cl)cc1)c1ccc(NCc2ccccc2)c([N+](=O)[O-])c1 (stereo not given)	-1	1%	1%	-2%	-27%	-5%	-3%	0%	-5%	-4%	-10%
Cc1ccccc1-n1c(SC/C(O)=C(\C#N)c2nc3ccccc3[nH]2)nnc1-c1ccncc1	-21	2%	-4%	-6%	-1%	-42%	?	2%	24%	?	0%
Cc1ccc(C(=O)C2CCN(CC(=O)NCc3ccc(F)cc3)CC2)cc1	7	0%	-2%	0%	-3%	21%	-11%	-3%	2%	1%	27%
CC(=O)NCCc1nc2cc(NC(=O)c3ccc(Cl)cc3)ccc2n1C	-4	-3%	-4%	-9%	8%	5%	?	7%	-3%	?	16%
CN(C(=S)NC(=O)c1ccc(Br)o1)c1ccccc1	-2	1%	0%	-7%[46.1 µM]	3%	0%	3%	-7%	7%	?	-14%
CC(C)CNC(=O)c1cccc(NC(=O)c2ccc(NC(=O)c3ccco3)cc2)c1	-4	-2%	-10%	-7%	7%	-2%	-1%	-1%	-4%	?	-11%
COc1ccc2[nH]c(=O)c(CN(C(=O)c3ccccn3)C3CCCCC3)cc2c1	-8	-5%	1%	-2%	-2%	10%	2%	-6%	20%	?	1%
COc1ccc(S(=O)(=O)Nc2ccc3c(c2)OCO3)cc1OC	5	1%	-5%	-6%	4%	-3%	-8%	-3%	1%	12%	29%
COc1ccc(N(CC(=O)N/N=C/c2cccs2)S(=O)(=O)c2ccccc2)cc1	-6	0%	2%	-6%	-1%	3%	?	-1%	-4%	-11%	13%
CC(C)c1ccc(S(=O)(=O)N2CCC(C(=O)N3CCC3)CC2)cc1	0	1%	-1%	-4%	0%	-16%	-8%	2%	6%	1%	-17%
CN(C)S(=O)(=O)c1ccc(Nc2ccc(-c3ccc4c(c3)OCCO4)nn2)cc1	12	3%	-6%	-218%	-4%	16%	0%	-2%	-15%	26%	-13%
Cn1c(=O)c2[nH]c(-c3cccnc3)nc2n(C)c1=O	6	2%	-5%	4%	-12%	-3%	?	-4%	5%	2%	-2%[7.66 µM]
CN=c1scc(C)n1/N=C/c1ccc2c(c1)OCO2	-5	-4%	-6%	2%	2%	3%	?	-2%	11%	?	17%

Source: PubChem
